Bioassay records (PubChem)
OX1R antag-1 = antagonists of human orexin 1 receptor (OX1R) | OX1R-expressing cells, FRET antagonist read-out | inhibition, % at 6.6 µM | Orexin/Hypocretin receptor type 1 (Homo sapiens), O43613 | AID 485270, 2010 | 330,000 compounds, 1.8% hits; in the data active = inhibition mostly above about 38%, no sharp cut-off; inactive = mostly below about 40%;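 also: 0% = agonist challenge alone and 100% = reference antagonist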
Target sequence (O43613 whole entry, looked up): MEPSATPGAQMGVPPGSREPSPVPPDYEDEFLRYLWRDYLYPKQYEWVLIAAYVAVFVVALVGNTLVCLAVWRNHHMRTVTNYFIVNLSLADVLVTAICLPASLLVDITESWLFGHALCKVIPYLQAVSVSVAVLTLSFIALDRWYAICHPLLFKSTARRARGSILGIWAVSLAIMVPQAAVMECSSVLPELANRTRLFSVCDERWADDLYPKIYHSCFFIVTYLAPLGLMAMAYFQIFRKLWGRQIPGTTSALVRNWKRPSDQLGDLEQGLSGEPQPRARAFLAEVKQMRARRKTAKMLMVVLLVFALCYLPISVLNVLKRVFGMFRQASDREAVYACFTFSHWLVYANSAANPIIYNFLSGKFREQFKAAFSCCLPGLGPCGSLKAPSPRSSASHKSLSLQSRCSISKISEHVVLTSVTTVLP
OX1R antag-2 = OX1R (HCRTR1) antagonists, primary screen, fluorescence, CHO/OX1R cells, Fluo-8 calcium, orexin A | inhibition, % at 5 µM | 330,000 compounds, 0.43% hits | AID 434989, 2010 | Orexin/Hypocretin receptor type 1 (Homo sapiens), O43613 | Fluo-8 calcium fluorescence;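 active = inhibition above its plate's threshold, mean inhibition of all tested compounds on the plate plus 3 SD, cut at about 37% in these data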;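 also: 0% = orexin A challenge wells and 100% = SB-334867-A antagonist wells; not every result past the cut was called active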
Starred values were filed as active, the others as inactive.

SMILES	OX1R antag-1	OX1R antag-2
Cc1noc(C)c1COC(=O)C1CC(O)CN1S(=O)(=O)c1ccc(Cl)cc1 (centres undefined)	-1	2
O=C(C[C@@H]1C/C=C/CC[C@@H](Cc2ccc(F)cc2)C(=O)OC[C@H](Cc2ccccc2)NC1=O)N[C@H](CO)Cc1ccccc1	8	-12
Cc1ccc(-c2nc(CN3CCN(C(=O)C4CCCO4)CC3)cs2)cc1 (centres undefined)	11	-16
Cc1c(NC(=O)CSc2ccccc2Cl)c(=O)n(-c2ccccc2)n1C	10	-19
Cc1ccc(-c2nn(C)c(=O)c3ccccc23)cc1CNC(=O)c1ccccc1	12	-35
Cc1ccc(Cn2nc(C)cc2C(=O)Nc2ccc(Cl)cc2)cc1	56*	44
COc1ccc(N=c2oc3ccccc3cc2C(=O)Nc2ccccn2)cc1OC	12	2
O=C(N/N=C1\CC2CC=CC12)c1ccc(O)cc1 (centres undefined)	-2	-5
COc1ccc(N2CCN(c3cc(C)nc4ccc(OC)cc34)CC2)cc1	4	-15
Cc1ccc(S(=O)(=O)N2CCCC2C(=O)N2CCCCCC2)cc1 (centres undefined)	19	-22
O=C(NC(=S)N1CCCc2ccccc21)c1ccccc1	21	-20
Cn1c(=O)c2c(nc(NC3CCCCC3)n2CC(O)COc2ccccc2)n(C)c1=O (centres undefined)	28	-29
COc1ccc(Br)cc1CN1CCCC(C(=O)N2CCCCCC2)C1 (centres undefined)	17	-7
Cc1ccc(Cl)cc1N(Cc1ccc(C(=O)NCc2cccnc2)cc1)S(=O)(=O)c1ccccc1	16	20
O=C1OC(N2C(=O)CC[C@H]2C(=O)NCC2CCCO2)c2ccccc21 (some centres undefined)	15	10
COc1ccc(C(=O)N2CCc3cc(OC)c(OC)cc3C2)cc1OC	14	-21
CCc1ccc(C(=O)C(C)OC(=O)C2COc3ccccc3O2)cc1 (centres undefined)	-3	-9
CN(C)CCn1c(=O)n(-c2cccc(Cl)c2)c(=O)c2c3c(sc21)CCCCC3	10	-35
CCOC(=O)N1CCN(c2c(Nc3ccc4c(c3)OCCO4)c(=O)c2=O)CC1	13	-6
COc1ccc(NC(=O)CCCc2ccccc2)c(OC)c1	4	-2
O=C1C(C=NCCCN2CCOCC2)=C(O)c2ccccc21	55	-19
OCC1(CCCc2ccccc2)CCN(Cc2cnc(N3CCOCC3)s2)CC1	16	-18
COc1cc(NC(=O)c2[nH]c(C)c(C(C)=O)c2C)cc(OC)c1OC	18	-8
COC(=O)[C@H]1CCCN1C(=O)Nc1cccc(Oc2c(F)c(F)c(F)c(F)c2F)c1	15	-32
COc1ccc(NC(=O)CSc2nnnn2C2CCCCC2)cc1	4	4
O=C1C2CC=CCC2C(=O)N1c1ccc(NCCc2ccccc2)c([N+](=O)[O-])c1 (centres undefined)	10	-14
CCOc1ccc(-c2cccc(NC(=O)c3cccs3)c2)nn1	11	-23
Cn1nnnc1SCCNCc1cccc2ccccc12	2	-16
COc1ccc(C)cc1S(=O)(=O)N(C)CC(=O)NC1CCCC1	6	-1
NNC(=O)c1nn(-c2ccc(Cl)cc2)cc1O	5	5
CC1CC1C(=O)OCC(=O)Nc1ncc(Cl)cc1Cl (centres undefined)	8	-13
COc1ccccc1NC(=O)C1CCN(S(=O)(=O)c2ccc3c(c2)NC(=O)C(C)S3)CC1 (centres undefined)	13	-21
CCc1cccc(NC(=O)CN(c2ccc(OC)cc2)S(=O)(=O)c2c(C)n[nH]c2C)c1	21	-9
O=C(Cn1nc(-c2cccc(Cl)c2)ccc1=O)Nc1ccccc1Br	28	-20
O=C(/C=C/c1ccco1)Nc1cccc(S(=O)(=O)N2CCOCC2)c1	12	-15
CCN(CC)C(=O)C1=C(C)NC(=O)NC1c1c(F)cccc1Cl (centres undefined)	3	-3
CCN(CC)c1ccc(NC(=O)CSc2nc(C)cc(=O)[nH]2)cc1	22	3
CCOc1ccc(N2CC(C(=O)NCCc3ccc(S(N)(=O)=O)cc3)CC2=O)cc1 (centres undefined)	9	-8
Cc1nc2ncnn2c(C)c1CCC(=O)N1CCOCC1	9	5
COc1cccc(C=Nc2ccc3c(c2)OCCO3)c1O	4	-4
CC(=C/c1ccccc1)/C=N/NC(=O)c1cccs1	18	-10
COc1ccc(NC(=O)c2ccc3ncsc3c2)cc1	-2	-10
CCOc1cccc2sc(N(CCCN(C)C)C(=O)c3ccc(C(=O)c4ccccc4)cc3)nc12	40	-26
CC(C)C(C(=O)Nc1ccccc1)N1C(=O)c2ccccc2C1=O (centres undefined)	25	-22
C=C1C[C@@]23CCC4[C@@](C)(CCC[C@@]4(C)C(=O)O)C2CC[C@]1(O)C3 (some centres undefined)	4	1
COc1cccc(C(=O)N(CN2CCCC2=O)c2ccccc2OC)c1	20	-15
COc1c2ccoc2nc2c(OC)cccc12	9	-6
COC(=O)c1ccc(OCC(O)CNCC(c2ccc(OC)cc2)N(C)C)c(OC)c1 (centres undefined)	10	-17
Cc1onc(-c2ccccc2)c1C(=O)NCC1COc2ccccc2O1 (centres undefined)	23	-17
CCCCC(=O)Nc1nnc(CCOC)s1	2	11
CCn1c(CNC(=O)Cc2ccc(OC)cc2)nnc1SCC(=O)Nc1nccs1	-4	-3
CS(=O)(=O)N(Cc1ccc(Cl)cc1)c1ccc(C(=O)NCCC2=CCCCC2)cc1	13	-23
COc1cccc(C(=O)Oc2cc3c4c(c2)C(C)=CC(C)(C)N4C(=O)C3=O)c1	22	21
C#CCN1C(=O)S/C(=C\c2ccc(-c3ccc(Cl)c(C(=O)O)c3)o2)C1=O	-7	-3
COc1ccc(-c2cc(C(=O)N3CCN(S(=O)(=O)c4ccccc4)CC3)[nH]n2)cc1	10	-12
O=C(O)CCc1ccc(-c2ccccc2)n1-c1cccc(C(=O)O)c1	15	-12
CCn1cc(C(=O)Nc2ccc(Cl)cc2Cl)cn1	8	-11
Cc1ccc(C)c(NC(=O)c2ccc(S(=O)(=O)N(C)CC3CCCO3)cc2)c1 (centres undefined)	33	4
O=C(O)C(F)=C(c1ccccc1)c1ccccc1	4	15
CCC1CCCN1Cn1cnc2c([nH]c3ccccc32)c1=O (centres undefined)	14	8
(list continues)
SMILES	OX1R antag-1	OX1R antag-2
Cc1noc(C)c1CCC(=O)N1CCCC(CCC(=O)NCc2ccccc2F)C1 (centres undefined)	15	-40
C/C(=N/Nc1nc(C)cc(C)n1)c1ccc(Br)cc1	-7	-13
O=C(CCn1c(=O)oc2ccccc21)NCc1cccs1	13	-8
Cc1ccc(C(=O)CN2C(=O)NC3(CCOc4ccccc43)C2=O)s1 (centres undefined)	0	-10
C/C(=N\N=C(c1ccccc1)c1ccccc1)c1cccs1	13	-45
O=C(N/N=C/c1ccccn1)c1ccc(NC(=O)c2cccc([N+](=O)[O-])c2)cc1	31	-11
Cc1sc2nc(SCC(=O)N3CCOCC3)[nH]c(=O)c2c1-c1ccccc1	1	-12
c1ccc(-c2nnc(CSc3nnc(-c4ccncc4)n3Cc3ccco3)o2)cc1	7	3
COc1ccc(Nc2nc(Cl)nc(NCc3ccco3)n2)cc1	14	0
CCC(C)(C)NC(=O)C1CCC(CNS(=O)(=O)c2cccc3nsnc23)CC1 (centres undefined)	19	-8
COc1ccc(NC(=O)Nc2cccc3c2O[C@H](CN(C)S(=O)(=O)c2cn(C)cn2)[C@@H](C)CN([C@H](C)CO)C3=O)cc1	3	-11
CCCOC1CCCN(Cc2nc(-c3ccc(C(=O)OC)cc3)no2)C1 (centres undefined)	17	-17
CCC(=O)/C=C1\Sc2ccc(OC)cc2N1CCO	36	-10
O=C(O)c1ccc(N=Cc2c(O)ccc3oc4c(c23)CCCC4)cc1	7	-14
CCOC(=O)c1c(C)oc2ccc(OCC(=O)N(CC)CC)cc12	62	-62
CCn1c(CNC(=O)c2cccc(C)c2)nnc1SCC(=O)NC1=NCCS1	9	5
COc1ccc(CCNC(=O)CCS(=O)(=O)c2ccc3c(c2)NC(=O)CS3)cc1OC	2	-11
CCn1cc(CN2CCc3c([nH]c4ccccc34)C2c2cccc(OC)c2OC)c(C)n1 (centres undefined)	15	-25
O=C(C1CCCN(S(=O)(=O)c2cccs2)C1)N1CCc2ccccc2C1 (centres undefined)	27	-12
CCOC(=O)Cn1c(=O)oc2cc(S(=O)(=O)NC(C)c3ccccc3)ccc21 (centres undefined)	4	-21
Cc1sc2ncn(CC(=O)NCCN(C)C)c(=O)c2c1S(=O)(=O)N1CCC(C)CC1	13	-13
O=C(CCC(=O)Nc1cccc(Cl)c1)N/N=C/c1cc([N+](=O)[O-])ccc1O	27	-22
O=C(Nc1ccc(NS(=O)(=O)c2ccccc2)cc1)c1ccc(Cl)cc1	15	6
CN(C)C(=O)c1ccc2c(c1)n(C)c(=O)n2C	21	10
CC1CCC(C(C)C)C(OCC[N+](C)(C)C)C1 (centres undefined)	11	11
O=C1Nc2cc(C(=O)NCC3CCCO3)ccc2S/C1=C/c1ccccc1F (centres undefined)	10	-12
CCNC(=O)COc1ccc(/C=N/NC(=O)c2cccnc2)cc1OC	21	-4
CCOC(=O)C1=C(CSc2nc3ccccc3s2)NC(=O)NC1c1cc(C)ccc1C (centres undefined)	49*	27
N#Cc1ccc(-c2ccc(Cl)cc2)nc1SCC(=O)c1cccc(Cl)c1	5	-19
O=C(Nc1ccc(F)cc1)N(Cc1cccs1)Cc1cc2cc3c(cc2[nH]c1=O)OCO3	45	-14
CCOC(=O)C1CCCN(C(=O)c2cc3ccccc3oc2=O)C1 (centres undefined)	10	-17
O=C(Nc1ccc(Cc2ccncc2)cc1)c1cc(F)c(F)cc1Cl	16	0
COc1ccccc1OCC(=O)Nc1cccc(-c2nnc(-c3ccco3)o2)c1	46*	-18
CC1(C)C(=O)OC(c2cccn2-c2ccc([N+](=O)[O-])cc2)C(C)(C)C1=O (centres undefined)	17	-5
CC(C)Oc1ccc(S(=O)(=O)N2CCOCC2)cc1NC(=O)C1=COCCO1	21	-24
Cc1nc(Nc2cnc(/C=C/c3cc(C(=O)Nc4cccc(C(F)(F)F)c4)ccc3C)cn2)cc(N2CCNCC2)n1	25	7
CCn1c(=O)ccc2cc([N+](=O)[O-])ccc21	23	0
COc1ccc(-c2csc3ncn(-c4ccc(C)cc4)c(=O)c23)cc1OC	22	-41
CCC(=O)N1CCN(c2nc(-c3ccccc3)c3c(c2C#N)CCCC3)CC1	19	-24
O=C(Cc1ccc(-n2c(=O)c3ccccc3n(Cc3ccc(F)cc3)c2=O)cc1)NCC1CCCO1 (centres undefined)	3	-20
COc1ccc(CCNC(=O)c2ccc(N3CCCC3=O)cc2)cc1OC	6	-4
Cc1cc(C)nc(NC(=S)NC(=O)c2ccccc2)n1	3	-17
O=C(Nc1nc(-c2ccc(Cl)s2)cs1)c1ccco1	15	-42
CCCCN1C(=O)C2(OCCCO2)c2cccc(C)c21	21	-17
C=CCN1CCN(c2ccncc2S(=O)(=O)N2CCOCC2)CC1	11	-8
Cc1ccc(C)c(N2CCN(C(=O)c3cc4ccccn4n3)CC2)c1	2	-22
O=C1CN(C(=O)c2cccc(S(=O)(=O)N3CCCC3)c2)c2ccccc2N1	3	-22
Cc1nn(-c2ccccc2)c2[nH]c(=O)c(CNc3ccc4c(c3)OCCO4)cc12	9	-6
O=C(COc1ccc(S(=O)(=O)N2CCOCC2)cc1)NCCN1CCOCC1	10	0
CSc1ccccc1NC(=O)c1cc(-c2ccc3c(c2)OCO3)on1	0	-2

Molecules shown so far that have a thiophene ring, fused or not:
SMILES	OX1R antag-1	OX1R antag-2
CN(C)CCn1c(=O)n(-c2cccc(Cl)c2)c(=O)c2c3c(sc21)CCCCC3	10	-35
CCOc1ccc(-c2cccc(NC(=O)c3cccs3)c2)nn1	11	-23
CC(=C/c1ccccc1)/C=N/NC(=O)c1cccs1	18	-10
O=C(CCn1c(=O)oc2ccccc21)NCc1cccs1	13	-8
Cc1ccc(C(=O)CN2C(=O)NC3(CCOc4ccccc43)C2=O)s1 (centres undefined)	0	-10
C/C(=N\N=C(c1ccccc1)c1ccccc1)c1cccs1	13	-45
Cc1sc2nc(SCC(=O)N3CCOCC3)[nH]c(=O)c2c1-c1ccccc1	1	-12
O=C(C1CCCN(S(=O)(=O)c2cccs2)C1)N1CCc2ccccc2C1 (centres undefined)	27	-12
Cc1sc2ncn(CC(=O)NCCN(C)C)c(=O)c2c1S(=O)(=O)N1CCC(C)CC1	13	-13
O=C(Nc1ccc(F)cc1)N(Cc1cccs1)Cc1cc2cc3c(cc2[nH]c1=O)OCO3	45	-14
COc1ccc(-c2csc3ncn(-c4ccc(C)cc4)c(=O)c23)cc1OC	22	-41
O=C(Nc1nc(-c2ccc(Cl)s2)cs1)c1ccco1	15	-42

Shown with two lines to a compound: two of the compounds above
The line under a structure holds: OX1R antag-1	OX1R antag-2
CCCCN1C(=O)C2(OCCCO2)c2cccc(C)c21
→ 21	-17
C=CCN1CCN(c2ccncc2S(=O)(=O)N2CCOCC2)CC1
→ 11	-8
